# GDH-TPI counter = GDH-TPI coupling enzyme inhibitors, primary screen, artefact control for M. tuberculosis FBA inhibitor project, biochemical, absorbance, full deck; GDH-TPI coupled enzyme counterscreen, NADH absorbance; AID 588335, 2011; inhibition, % at 4.8 µM; 360,000 compounds, 1.2% hits; in the data active = inhibition above about 30%;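 also: 0% = DMSO wells and 100% = wells lacking the enzyme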
# Mtb FBA inh = Mtb FBA enzyme inhibitors, primary screen, biochemical, fluorescence, strain H37Rv. purified M. tuberculosis FBA, fluorescence read-out. 360,000 compounds, 2.3% hits. inhibition, % at 1 µM; in the data active = inhibition above about 27%;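 also: 0% = vehicle and 100% = reference inhibitor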
# Target sequence (P9WQA3 whole entry, looked up): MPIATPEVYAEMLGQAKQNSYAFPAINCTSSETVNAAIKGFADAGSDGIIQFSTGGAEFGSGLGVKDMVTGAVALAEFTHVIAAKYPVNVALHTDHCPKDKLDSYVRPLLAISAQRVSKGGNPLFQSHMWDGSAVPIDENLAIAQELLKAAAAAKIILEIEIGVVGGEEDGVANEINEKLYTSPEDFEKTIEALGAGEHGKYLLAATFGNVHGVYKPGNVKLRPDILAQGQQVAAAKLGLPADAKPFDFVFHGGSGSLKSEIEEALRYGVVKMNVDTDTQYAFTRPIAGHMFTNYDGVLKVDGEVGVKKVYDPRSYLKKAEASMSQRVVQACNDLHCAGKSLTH
# FadD28 binding = inhibitors of FadD28 bisubstrate probe binding, primary screen, biochemical, fluorescence polarization, single point. Mycobacterium tuberculosis FadD28 fatty-acid-AMP ligase. inhibition, % at 12.5 µM. 360,000 compounds, 0.22% hits; in the data active = inhibition above about 8.5%, passing the limit was not always enough
# Mtb BioA inh = M. tuberculosis BioA enzyme inhibitors, primary screen, biochemical, plate reader, single point, HTS; purified M. tuberculosis BioA enzyme; inhibition, % at 9.99 µM; 360,000 compounds, 0.096% hits; AID 602481, 2012; in the data active = inhibition above about 40%
# PfHsp40 yeast = rescue of yeast from PfHsp40 toxicity, primary screen, S. cerevisiae, ATP luminescence. 340,000 compounds, 0.68% hits. S. cerevisiae expressing PfHsp40, growth rescue. growth rescue, % at 12.5 µM. AID 504582, 2011; in the data active = growth rescue above about 28%, passing the limit was not always enough;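 also: yeast W303a lacking pdr1 and pdr3 grown in galactose medium; growth measured after three days at 30 °C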
# BH1578 lux ind = inducers of Vibrio cholerae quorum light production without autoinducers, primary screen, BH1578 luxS cqsA deficient, single point. V. cholerae BH1578 lux reporter, luminescence, 6 h. activation, % at 18.7 µM. 350,000 compounds, 0.16% hits; in the data active = activation mostly above about 9.7%, no sharp cut-off; also: not every result past the cut was called active; inactives centre near 0; reference of the scale not given here
# UGM FP inh = M. tuberculosis UGM enzyme inhibitors, primary screen, biochemical, fluorescence polarization, single point; inhibition, % at 10 µM; purified UGM, fluorescence polarization probe displacement; UDP-galactopyranose mutase (Mycobacterium tuberculosis (strain ATCC 25618 / H37Rv)), …; 320,000 compounds, 0.06% hits; in the data active = inhibition above about 10%, passing the limit was not always enough
# Target sequence (P9WIQ1 whole entry, looked up): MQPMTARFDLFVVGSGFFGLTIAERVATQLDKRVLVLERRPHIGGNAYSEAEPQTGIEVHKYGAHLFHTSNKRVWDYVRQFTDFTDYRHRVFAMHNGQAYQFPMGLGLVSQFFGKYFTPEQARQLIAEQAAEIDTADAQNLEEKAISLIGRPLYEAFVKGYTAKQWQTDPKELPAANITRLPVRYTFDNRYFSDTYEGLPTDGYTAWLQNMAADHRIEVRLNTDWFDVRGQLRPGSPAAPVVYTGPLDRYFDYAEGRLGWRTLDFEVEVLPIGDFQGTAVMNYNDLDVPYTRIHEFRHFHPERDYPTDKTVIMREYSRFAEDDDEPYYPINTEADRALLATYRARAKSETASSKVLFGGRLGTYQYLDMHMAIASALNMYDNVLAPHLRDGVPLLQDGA
# TcdB inh = TcdB glycohydrolase inhibitors, primary screen, biochemical, single point, plate reader. Toxin B (Clostridioides difficile), P18177. TcdB glycohydrolase enzymatic assay. inhibition, % at 9.99 µM. 350,000 compounds, 0.24% hits; in the data active = inhibition above about 10%
# Yp Topo-I inh = Yersinia pestis topoisomerase I inhibitors, primary screen, biochemical, cleavage product accumulation, plate reader, single point. DNA topoisomerase I (Yersinia pestis CO92). Y. pestis Topo-I cleavage product accumulation. activity, % at 10 µM. 360,000 compounds, 0.064% hits. AID 504884, 2011; in the data active = activity above about 50%, passing the limit was not always enough; also: inactives centre near 2
# Active calls of the source: *; i = inactive; x = not tested or not shown; & = joins results of further samples.
# Sequence of screens: GDH-TPI counter, Mtb FBA inh, FadD28 binding, Mtb BioA inh, PfHsp40 yeast, BH1578 lux ind, UGM FP inh, TcdB inh, Yp Topo-I inh
> NS(=O)(=O)c1ccc(CCNC(=O)COC(=O)C2CCC2)cc1
    -5, 2, -1.8, -1.5, -0.3, -0.1, -3.5, 0.4, 2
> Cc1cc2cc(CNC(=O)c3cccc([N+](=O)[O-])c3)ccc2[nH]1
    8, -1, 0.2, -0.9, 0.4, 0.2, -0.3, 1.9, -7
> CN(CC(=O)Nc1cccc(F)c1)C(=O)c1ccc(OCc2ccccc2)cc1
    7, 2, -0.8, 5.5, -0.6, -7.1, 0.3, 0.9, 17
> COc1ccccc1C1NC(=O)NC(C)=C1C(=O)Nc1cccc(C)c1C (stereo unspecified)
    5, -3, 0.1, -1.0, -0.1, -0.2, -0.2, 0.2, 2
> COC(=O)C1CCN(C(=O)COC(=O)[C@@H]2CC(O)CN2S(=O)(=O)c2ccc3c(c2)OCCO3)CC1 (stereo partly specified)
    -6, -5, -4.1, 0.6, -0.8, i, -2.1, x, -3
> COc1ccc(O)c(CN2CCCC(C(=O)Nc3cccc(-n4cccn4)c3)C2)c1 (stereo unspecified)
    -13, -3, -3.1, -1.1, 1.4, x, 0.9, 1.1, -13
> Cc1ccc(NC(=S)NC(NC(=O)c2ccco2)C(Cl)(Cl)Cl)cc1 (stereo unspecified)
    8, 1, -2.6, 0.6, -0.9, -2.1, -2.2, x, -3
> CCc1nn(CC(=O)NC(C)CCc2ccccc2)c(=O)c2cc3cc(F)ccc3n12 (stereo unspecified)
    2, 1, 1.7, -1.8, -1.4, -0.2, 0.1, -2.7, 9
> C/C(=C\c1ccc2c(c1)OCO2)C1Nc2cccc3cccc(c23)N1
    20, -4, -5.2, -1.3, 0.2, i, -0.3, -0.2, -35
> CC(Oc1ccccc1F)C(=O)NNC(=O)CCS(=O)(=O)c1ccccc1Cl (stereo unspecified)
    -1, 0, -4.2, 0.4, -0.9, i, -1.0, 1.0, 4
> COc1cc2c(cc1OC)C(c1cc3cc4c(cc3[nH]c1=O)OCO4)N(C(=O)C1CC1)CC2 (stereo unspecified)
    38*, 11, -3.0, -1.2, 1.8, -14, -1.3, 1.4, 1
> COc1cc2c(cc1OC)CN(C(=O)c1ccc(OC)c(S(=O)(=O)N3CCCC3)c1)CC2
    4, 2, -0.9, 6.5, -0.4, -1.1, x, 1.9, -9
> Cc1cc(Cl)ccc1Oc1nc(-c2ccccc2)ncc1S(C)(=O)=O
    1, 0, -1.3, -0.7, 1.6, 0.3, -1.3, x, -7
> Cc1ccc(C(=O)N/C(=C/C=C/c2ccccc2)C(=O)NCc2ccco2)cc1
    49*, -4, 1.4, -1.4, 1.4, -0.1, -1.8, x, 1
> CCOC(=O)c1cnc(SCC(=O)N2CCc3ccccc32)nc1N
    2, -1, -4.0, -0.5, -0.8, -1.0, 3.1, x, 8
> O=C(NCCc1ccc(Cl)cc1)c1cc2ccccn2n1
    19, -2, -2.2, -1.6, 0.4, -0.6, -1.5, 1.3, 6
> COC(=O)C(Cc1ccc(O)cc1)N1Cc2ccccc2C1=O (stereo unspecified)
    11, 0, -0.3, -1.2, -0.3, -0.4, 0.2, 0.2, -4
> Brc1ccccc1-c1nnc(-c2cccnc2)o1
    11, -1, -0.7, 39, 0.4, i, -1.5, x, 6
> CCCCCC1CCC(c2nnc(SCC(C)=O)o2)CC1 (stereo unspecified)
    -4, 0, 0.4, -0.1, 0.3, -2.1, 3.6, 1.0, 3
> COc1ccc(S(=O)(=O)Nc2ccccc2C(=O)NCc2cccnc2)cc1OC
    15, 19, -1.3, -0.1, -0.1, -1.5, 1.4, 1.4, 1
> OC1CCN(c2c3c(nc4cc(-c5cccc(F)c5)nn24)CCCC3)CC1
    5, 2, 0.6, 1.2, 6.4, i, 0.9, 1.5, -1
> CC(C(=O)N1CCc2ccccc21)N1CCN(S(=O)(=O)c2cccs2)CC1 (stereo unspecified)
    -4, 0, -3.0, 1.4, -0.3, 1.5, 0.7, 0.6, 18
> CN1CCN(CC(O)COCc2ccc3c(c2)OCO3)CC1 (stereo unspecified)
    20, 2, -1.6, -0.9, -1.6, i, -1.0, -0.1, 1
> CCCn1nnc(NC(=O)COc2cc(C)ccc2C(C)C)n1
    -4, 2, -0.8, 0.8, 4.5, i, 3.5, x, 4
> COc1ccc(CCNC(=O)c2cc(-c3cc(C)c(C)cc3O)n[nH]2)cc1OC
    -1, 0, -3.0, -1.8, -0.1, 1.7, 0.7, x, 6
> CC(C)(C)c1ccc(OCC(=O)NCc2ccco2)c(Br)c1
    13, -3, -1.6, 2.4, 4.8, -0.1, 6.8, x, 31
> C=CCNC(=O)CSc1nc2sccc2c(=O)n1-c1ccccc1
    -10, -3, x, -0.7, -0.1, -0.2, -2.4, -6.4, 4
> O=C(COC(=O)c1ccc(O)cc1O)Nc1cc(-c2ccccc2)nn1-c1ccccc1
    8, 3, -3.7, -0.3, -0.4, -0.7, 0.2, 0.8, -12
> O=c1oc(-c2cccs2)nc2sc3c(c12)CCCC3
    6, 7, 0.3, -7.0, 0.0, -5.0, -0.1, x, -5
> COP(=O)(CC(=O)O)c1ccccc1 (stereo unspecified)
    10, -1, 1.2, x, 0.3, -0.4, 2.1, x, 7
> COc1cc2c(=O)n(CCC(=O)NCC3CCCO3)c(=O)n(CC(=O)Nc3ccc(F)cc3)c2cc1OC (stereo unspecified)
    3, 13, -1.2, 0.0, 1.0, -0.2, 2.2, 0.8, 2
> CC(O)(c1cccc(F)c1)c1nc(-c2ccoc2)cs1 (stereo unspecified)
    9, -4, -4.1, 1.4, x, -0.3, x, -0.3, -9
> CCOC(=O)C1(Cc2ccccc2)CCCN(C(=O)c2cnn(CC)c2)C1 (stereo unspecified)
    0, 3, -0.7, -0.6, 0.2, -0.3, 0.8, -1.0, -4
> COc1ccccc1CN1C[C@@H]2C[C@@H](c3ccc4nsnc4c3)N3CCC[C@@]23C1=O
    -4, 3, -3.9, 5.1, -0.1, -0.2, 2.2, 1.3, 34
> O=c1ccccn1Cc1c(F)cccc1Cl
    1, -1, -3.4, -0.8, -0.1, -2.0, -1.6, x, 6
> CCc1ccc2c(c1)Sc1ccccc1CC2N1CCN(C)CC1 (stereo unspecified)
    8, 0, -7.5, 3.2, 1.7, i, 1.4, 2.0, -8
> Cc1ccc(C2CCN(C(=S)NC3CCCCC3)C2)cc1 (stereo unspecified)
    -7, 7, 2.7, 0.7, -1.3, i, 3.0, 0.8, -5
> COc1ccc2ccccc2c1C=NN1CCCCC1
    13, -1, -0.8, -1.6, x, -5.3, x, -0.4, 3
> Cc1ccc(C(=O)NCCNC(=O)c2ccccn2)cc1
    -7, 0, -2.1, 1.1, 1.2, 2.8, 0.9, 1.4, 5
> Cc1ccc(NC(=O)c2ccc([N+](=O)[O-])cc2Cl)nc1
    9, 2, -1.4, x, -0.5, i, -3.4, 0.5, -3
> COc1ccc([C@H]2C[C@H](O)[C@@H](n3cc(C4CC4)nn3)CN2CC2CCCCC2)cc1
    9, 2, 0.4, -0.8, x, -0.4, x, 2.0, 27
> CCOC(=O)c1ccc2nc(C)c(CCC(C)=O)c(Cl)c2c1
    16, -7, 1.1, 2.6, -0.7, i, 1.3, x, 27
> O=C(c1ccc(Cn2ccc([N+](=O)[O-])n2)cc1)N1CCN(Cc2ccccc2)CC1
    8, -1, 0.1, x, -0.3, -0.7, 4.0, 1.2, 14
> COc1ccc(NC(=S)N2CCC(NC(=O)c3ccccc3C)CC2)cc1
    -4, -1, -2.8, 1.4, 1.4, -0.2, 0.4, 0.8, 8
> Cc1cccc(C)c1NC1=NCCCS1
    8, -3, -0.3, -1.1, 0.4, i, -1.0, 0.1, -1
> CCOCCc1nn2c(=O)cc(CSCC(=O)Nc3ccccc3)nc2s1
    11, -1, 0.7, -0.7, 0.7, i, -1.5, 1.4, 1
> Cc1ccc2nc3n(c(=O)c2c1)-c1cc2ccccc2cc1C(=O)NC3Cc1ccc(O)cc1 (stereo unspecified)
    15, -1, -1.1, -2.4, x, i, x, 0.9, 26
> Cc1nn(Cc2ccccc2Cl)c(C)c1NC(=O)CCCn1nc([N+](=O)[O-])c(Cl)c1C
    0, -1, -2.3, 0.2, -0.8, i, -1.3, x, 18
> Cc1cc(C)cc(NC(=O)c2ccc3c(c2)CCN3S(C)(=O)=O)c1
    -4, -1, -3.9, 1.3, 0.5, 0.6, 1.8, -5.7, 11
> CC(C)Nc1ncnc2c1cnn2-c1ccccc1
    -3, 5, -4.2, -0.4, 0.9, -0.1, 5.0, 1.4, 1
> COCCNC(=S)N/N=C(\C)c1ccccc1OC
    1, -3, -3.4, -1.7, 18, -0.2, -2.0, x, 2
> CC(Oc1ccc(F)cc1F)C(=O)/C=C/N(C)C (stereo unspecified)
    12, -3, -0.3, -0.3, -0.8, 0.6, 2.9, 0.0, 4
> Cc1cccc(C(=O)Nc2nnc(S(=O)(=O)N(C)Cc3ccco3)s2)c1
    9, 7, -3.2, 1.3, 1.1, -0.6, -1.0, -0.4, -1
> O=S1(=O)CCC(n2nccc2-c2ccccc2)C1 (stereo unspecified)
    0, 2, 0.0, x, -2.9, i, 0.9, -0.2, 4
> C=CCOC(=O)C1=C[C@H](c2ccc(Br)cc2)C[C@H](OCc2ccc(CO)cc2)O1
    11, 5, -2.1, -3.1&1.9, 5.6, -5.3, 0.7, -3.0, 4
> COc1ccccc1CNC(=O)[C@H](C)NC(=O)C1CCN(C(=O)[C@@H](N)CCSC)CC1
    8, 3, -0.6, -0.8, -1.0, -0.5, 3.4, -0.4, -2
> COC(=O)c1ccccc1NC(=O)/C=C/c1ccco1
    26, 6, -1.3, x, 1.1, -0.1, -1.3, 1.3, 1
> CC(O)(c1cccs1)C(C(=O)O)c1ccccc1 (stereo unspecified)
    1, -4, -4.0, -0.8, -0.1, -4.3, x, 1.8, 11
> Cc1ccc2c(N)c(C)ccc2c1
    13, 49*, -0.2, -1.6, -0.2, i, -1.2, x, 1
> O=C1Nc2cc(Cl)c(Cl)cc2N(O)N1c1ccccc1Cl
    -3, 0, -2.7, x, -1.2, -0.3, 1.1, 0.5, 6

# Looked up above.
# Reading of O=S1(=O)CCC(n2nccc2-c2ccccc2)C1 (stereo unspecified) under FadD28 binding: 0.0
# Reading of CCOCCc1nn2c(=O)cc(CSCC(=O)Nc3ccccc3)nc2s1 under FadD28 binding: 0.7

# (more compounds)
# Sequence of screens: GDH-TPI counter, Mtb FBA inh, FadD28 binding, Mtb BioA inh, PfHsp40 yeast, BH1578 lux ind, UGM FP inh, TcdB inh, Yp Topo-I inh
> N/C(=N\OC(=O)c1ccc(Cl)cc1[N+](=O)[O-])c1cccnc1
    2, 4, -1.2, x, -0.8, -0.4, 1.0, -0.1, -3
> O=C(CCCCl)NC(=S)Nc1ccc(CN2CCOCC2)cc1
    -3, -1, -2.4, 0.5, 0.2, -1.6, 0.5, 0.9, 2
> Cc1onc(-c2ccccc2Cl)c1C(=O)N1CCN(c2cccc(Cl)c2)CC1
    -5, -1, -3.1, -0.6, -0.8, 0.0, 2.2, 0.2, 2
> N#Cc1ccsc1NC(=O)COC(=O)c1ccc2ccccc2c1
    5, 1, 0.3, x, -1.4, -3.4, 1.2, x, -5

# Complete entries from above. Order of screens: GDH-TPI counter, Mtb FBA inh, FadD28 binding, Mtb BioA inh, PfHsp40 yeast, BH1578 lux ind, UGM FP inh, TcdB inh, Yp Topo-I inh
# OC1CCN(c2c3c(nc4cc(-c5cccc(F)c5)nn24)CCCC3)CC1 is listed with 5, 2, 0.6, 1.2, 6.4, i, 0.9, 1.5, -1
# O=C(c1ccc(Cn2ccc([N+](=O)[O-])n2)cc1)N1CCN(Cc2ccccc2)CC1 is listed with 8, -1, 0.1, x, -0.3, -0.7, 4.0, 1.2, 14
# Brc1ccccc1-c1nnc(-c2cccnc2)o1 is listed with 11, -1, -0.7, 39, 0.4, i, -1.5, x, 6

# Compound activity deposited in PubChem BioAssay by several laboratories.
